ST2 inh = IL1RL1 inhibition; 2.3% of 78,000 active; AlphaLISA ST2-Fc/biotin-IL-33 interaction, 1 h; inhibition, % for hits at 17 µM; Q01638; in the data active means inhibition above about 30%; inconclusive means mostly about 10% to 28%
Target sequence (Q01638 whole entry, looked up): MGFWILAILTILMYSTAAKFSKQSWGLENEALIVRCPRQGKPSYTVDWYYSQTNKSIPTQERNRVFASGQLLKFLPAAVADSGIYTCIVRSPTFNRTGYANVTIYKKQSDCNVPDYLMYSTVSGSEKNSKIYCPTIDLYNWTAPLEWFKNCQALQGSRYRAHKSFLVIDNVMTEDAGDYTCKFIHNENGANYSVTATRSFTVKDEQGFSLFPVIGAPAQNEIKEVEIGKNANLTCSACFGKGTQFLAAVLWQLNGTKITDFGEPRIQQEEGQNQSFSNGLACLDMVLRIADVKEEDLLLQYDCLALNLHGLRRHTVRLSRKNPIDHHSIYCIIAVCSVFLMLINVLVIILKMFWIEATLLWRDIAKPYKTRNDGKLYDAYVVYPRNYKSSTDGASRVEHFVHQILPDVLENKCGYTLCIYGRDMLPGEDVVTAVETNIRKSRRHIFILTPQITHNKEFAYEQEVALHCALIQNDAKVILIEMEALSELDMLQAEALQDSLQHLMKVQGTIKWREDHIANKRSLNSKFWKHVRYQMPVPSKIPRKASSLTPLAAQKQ
* marks the source's active call; other numbers are inactive results; i = inactive; ? = inconclusive.

Preview:
SMILES	ST2 inh
Cc1nc2sccn2c1-c1c(-c2ccccc2)ncn1CCC1CCCN1C (centres undefined)	i
CCC(C)NC(=O)c1ccc(Cn2c(=O)c3cc(OC)c(OC)cc3n(CC(N)=O)c2=O)cc1 (centres undefined)	i
CN(Cc1ncc[nH]1)C(=O)c1cnc(-c2ccccc2)nc1	i

The list itself, previewed entries included:
SMILES	ST2 inh
Cc1nc2sccn2c1-c1c(-c2ccccc2)ncn1CCC1CCCN1C (centres undefined)	i
CCC(C)NC(=O)c1ccc(Cn2c(=O)c3cc(OC)c(OC)cc3n(CC(N)=O)c2=O)cc1 (centres undefined)	i
CN(Cc1ncc[nH]1)C(=O)c1cnc(-c2ccccc2)nc1	i
COc1cc(OC)c(OC)cc1CN1CCN(c2cccc(Cl)c2)CC1	?
COc1ccc(/C=C2\SC(=O)N(c3ccc(O)cc3)C2=O)cc1	i
COc1ccc(CNS(=O)(=O)c2ccc(Br)s2)cc1	i
Cc1cc(C)c(C#N)c(SCc2nc3ccccc3[nH]2)n1	?
CC(O)CNc1ccc(Cl)cc1[N+](=O)[O-] (centres undefined)	i
COc1ccc(CC2(CO)CCN(Cc3cccn3-c3ccc(Cl)cn3)CC2)cc1	?
CCc1ccc(CN(C)S(=O)(=O)NCc2ccccc2)nc1	?
Cn1nnnc1SCCNC(=O)c1scc2c1OCCO2	i
O=C(c1ccc(Br)o1)N1CCN(S(=O)(=O)c2cc3c4c(c2)CCN4C(=O)CC3)CC1	i
Cc1nc(SCC(=O)Nc2cccc(F)c2)c2c(=O)n(C)c(=O)n(C)c2n1	i
CN1CCCc2cc(C(=O)N3CCCC(N(C)Cc4ccccc4)C3)ccc21 (centres undefined)	i
NC(=O)[C@@H](Cc1ccccc1)NC(=O)C1=C[C@@H](NC(=O)c2ccco2)[C@@H](O)[C@H](O)C1	i
O=[N+]([O-])c1ccc(C2=CC(c3ccccc3)n3nnnc3N2)cc1 (centres undefined)	?
CCC1=C(c2ccc(OC)cc2)S(=O)(=O)N(CC(=O)Nc2ccc(F)cc2F)C1=O	?
CC1CCCCN1S(=O)(=O)c1ccc(C(=O)Nc2nnc(-c3ccccc3Cl)o2)cc1 (centres undefined)	i
CCN(Cc1cc(C)[nH]n1)CC1CCCO1 (centres undefined)	?
CCCCOc1ccc(C2C(C#N)=C(N)OC3=C2C(=O)CCC3)cc1OC (centres undefined)	i
CCOC(=O)CC(=O)CSc1nc2c(c(-c3cccs3)c1C#N)CCC2	?
COc1cc(C(=O)Nc2c(-c3ccccc3)nc3ccccn23)cc(OC)c1OC	i
Cc1nc(CN2CCN(C3CCC4(CCNCC4)CC3)CC2)no1	?
CCN(CC)CCn1nc2c3c(cccc3c1=O)-c1ccccc1-2	?
CS(=O)(=O)N1CCC(NCCSc2cn[nH]n2)CC1	i

Other results
SMILES	ST2 inh
CCOC(=O)c1nn(CCc2ccc(OC)cc2)c2c1CN(CCC(=O)OC)CC2	i
Cc1c(C)n(CC(O)CN2CCOCC2)c2ccccc12 (centres undefined)	i
CCc1ccccc1NC(=O)c1c(OC)cccc1OC	i
CC(=O)Nc1ccccc1NC(=O)COc1cc(C)c(Cl)c(C)c1	i
CC(C)C(NS(=O)(=O)c1cccc2nsnc12)C(=O)N1CCCCCC1 (centres undefined)	i
O=C(NCCC1=CCCCC1)c1ccc([N+](=O)[O-])cc1	i
O=C(N1CCN(c2cccc(Cl)c2)CC1)C1(S(=O)(=O)c2ccc(Cl)cc2)CC1	?
COc1ccc(C(=O)Nc2ccccc2)cc1N	i
Cc1nn(CC(=O)N2CCCC3(CC2)CNC(=O)O3)c(=O)c2ccccc12 (centres undefined)	i
O=C1N=C(N2CCOCC2)S/C1=C\c1ccccc1O	?
Cc1cc(=O)oc(C)c1C(=O)NCCCN1C(C)CCCC1C (centres undefined)	i
CN1C[C@@H](NC(=O)c2ccccn2)C[C@H]1c1nc(-c2ccccn2)no1	i
O=C(O)/C=C/C(=O)Nc1ccccc1SC(F)(F)F	i
Cc1cc(C)c(S(=O)(=O)NCc2ccc3c(c2)OCO3)cc1C	?
O=C(Nc1nccs1)C1Cc2ccccc2CN1S(=O)(=O)c1ccc(F)cc1 (centres undefined)	i
NC(=O)c1csc(N2CC[C@@H](c3ccc4c(c3)OCO4)[C@H](O)C2)n1	?
CCc1ccc(CN(Cc2ccco2)C(C)C(C)C)nc1 (centres undefined)	?
Cc1nc(-c2ccc(CN3CCNCC3)cc2)[nH]c(=O)c1C	?
O=C(N1CCOC(C(F)(F)F)C1)C1(S(=O)(=O)c2ccccc2)CC1 (centres undefined)	i
CCOC(=O)c1oc2ccccc2c1NC(=O)COc1ccccc1OC	i
CCCCOC(=O)C(C)Nc1n[nH]c(=O)[nH]c1=O (centres undefined)	i
COc1ccc2oc(=O)c(C(=O)Nc3ccc(I)cc3)cc2c1	i
OCCN1CCN(CC/C=C2/c3ccccc3Sc3ccc(C(F)(F)F)cc32)CC1	i
CS(=O)(=O)c1ccc2nc(NC(=O)c3ccccc3[N+](=O)[O-])sc2c1	i
O=C(O)CCC(=O)N[C@H]1CCN2C(=O)c3cc(/C=C/c4ccccc4)ccc3NC(=O)[C@H]12	i

(next part)
SMILES	ST2 inh
O=C(CCCn1c(=O)[nH]c2ccsc2c1=O)NCCc1ccc(Cl)cc1	i
COC(=O)[C@@H]1[C@H]2C[C@H]3c4[nH]c5ccccc5c4CCN3C[C@@H]2CC[C@@H]1O	i
COc1ccc(NC2CCCN(C3CCN(c4ccccc4C)CC3)C2)cc1OC (centres undefined)	34%*
CCOC(=O)C1=NN(c2ccc(Cl)cc2)C2C(=O)N(c3cccc(Cl)c3)C(=O)C12 (centres undefined)	i
O=C(Cn1cnc2c(oc3ccccc32)c1=O)Nc1cccc(Cl)c1	i
Cc1cc(Cl)ccc1OCC(O)CN1CCN(c2ccccc2F)CC1 (centres undefined)	i
O=C(CC1COCCN1)N1CCCN(C2Cc3ccccc3C2)CC1 (centres undefined)	?
Cc1ncc(C(=O)NCCCc2c(C)n[nH]c2C)c(C)n1	?
O[C@@H]1C[C@H]2CN(Cc3cnc(-c4cccc5ccccc45)nc3)C[C@H]2C[C@@H]1O	i
COc1ccc(NC(=O)CN(c2cccc([N+](=O)[O-])c2)S(C)(=O)=O)cc1Cl	?
CCOC(=O)c1cnc2ccccc2c1Nc1cccc(Cl)c1	i
CCOc1ccc(NC(=O)c2c(O)c3ccccc3n(CC)c2=O)cc1	?
C=CCn1c(CCCNC(=O)c2ccc(F)cc2)nc2ccccc21	i
Cc1cc(NC(=O)c2c(F)c(F)c(F)c(F)c2F)no1	i
Cc1ccc(N(CC(=O)Nc2ccc(S(=O)(=O)N3CCCCC3)cc2)S(C)(=O)=O)c(C)c1	i
NCC1CCN(Cc2ccccc2Cn2cccn2)C1 (centres undefined)	i
Cc1nc2c(C(=O)Nc3cnc4n3CCCC4)cccc2[nH]1	?
CCC1Oc2ccccc2N(CC(=O)NC2CCCCC2C)C1=O (centres undefined)	i
CCn1nc(CC(C)C)cc1C(=O)N1CCCC1Cn1cccn1 (centres undefined)	i
O=C(c1cccnc1-c1ccc(-c2ccn[nH]2)cc1)N1CCCC1	?
O=[N+]([O-])c1cc(C=Nc2cccc(I)n2)ccc1Br	i
COc1cc(OC)c(NC(=O)c2cc3c(=O)oc4ccccc4c3s2)cc1Cl	i
O=C(NCc1ccc(F)cc1)c1cc(-c2ccc3c(c2)OCO3)on1	i
CCOC(=O)N1CCN(C(=O)c2ccc3nc(-c4ccco4)c(-c4ccco4)nc3c2)CC1	?
CCOc1ccc2c(=O)c(Oc3cc(C)ccc3C)coc2c1	i

(cont.)
SMILES	ST2 inh
O=C(CN(Cc1c(F)cccc1Cl)S(=O)(=O)c1ccc(Cl)cc1)N1CCOCC1	i
Cc1nc2c(C(=O)NCCc3ccccc3)c[nH]n2c(=O)c1Cc1ccc(F)cc1Cl	i
O=C(NC1CCCCC1)c1noc2c1CCCCC2	?
CCOc1ccc(Cc2nc(-c3nonc3N)no2)cc1OCC	?
O=C(NCCN1CCCCCC1)c1ccc(CS(=O)(=O)c2c(Cl)cccc2Cl)o1	i
CCCCNC(=O)c1oc2ccc(S(=O)(=O)N(C)C3CCCCC3)cc2c1C	i
CCc1ccc(NC(=O)c2ccc(OC)cc2)cc1	i
c1cncc(CN2CCN(Cc3c[nH]c4ccccc34)CC2)c1	i
CN1[C@H](C(=O)O)C[C@H](C(=O)NCCc2cnc[nH]2)[C@@H]1c1cccc(Cl)c1	i
c1cc(C2CN(c3ncnc4nc[nH]c34)C2)ccn1	?
CCc1cc(-c2ccc(OC)cc2C)ccc1NC(C)=O	i
CCOc1ccc(S(=O)(=O)N2CCN(c3nc(C)cc(N4CCOCC4)n3)CC2)cc1	i
O=C(CSc1nc2c(c(=O)n1-c1ccc(Cl)cc1)SCC2)N1CCc2ccccc21	i
Cc1cc(=O)[nH]c(Sc2c(-c3ccccc3)c3ccccc3[nH]c2=O)n1	?
CCOc1ccc(C2CC(c3ccc(OC)cc3)Nc3nc(N)nn32)cc1 (centres undefined)	i
O=C(CSc1nc2ccccc2s1)Nc1ccccc1F	i
O=C(Nc1cccc(Br)c1)c1ccc(OC2CSC2)cc1	i
O=C(Nc1c(C(=O)Nc2ccccc2F)oc2ccccc12)c1ccc(F)cc1	i
CCn1c(SCC(=O)Nc2ccc(C)cc2)nnc1-c1cccs1	i
Cc1cc2cc(NC(=O)c3ccc(CN4CC[C@H](O)C4)cc3)ccc2o1	i
Cc1ccc(-c2cc(O)c3c(c2)CN(C(=O)c2ccnc(N)c2)CCO3)s1	?
CCOC(=O)c1cccc(NC(=O)N2CC[C@@H](CC(=O)N3CCOCC3)[C@@H](CC)C2)c1	i
CC(=O)c1ccc(N2CCN(C(=O)CCc3nc4sc5c(c4c(=O)[nH]3)CCCC5)CC2)cc1	i
COc1ccc2nc(N3CCC(C(=O)NCc4ccco4)CC3)sc2c1	i
O=C(c1cccs1)N(c1ccc(F)cc1)C1C=CS(=O)(=O)C1 (centres undefined)	i

A second format for some results above:
COc1ccc(CC2(CO)CCN(Cc3cccn3-c3ccc(Cl)cn3)CC2)cc1
  ST2 inh = ?
CCc1ccc(CN(C)S(=O)(=O)NCc2ccccc2)nc1
  ST2 inh = ?
Cn1nnnc1SCCNC(=O)c1scc2c1OCCO2
  ST2 inh = i
O=C(c1ccc(Br)o1)N1CCN(S(=O)(=O)c2cc3c4c(c2)CCN4C(=O)CC3)CC1
  ST2 inh = i

Next results
SMILES	ST2 inh
COc1ccccc1N(CC(=O)O)S(C)(=O)=O	i
Cc1cc(S(=O)(=O)n2cnc3ccccc32)c(Cl)cc1Cl	i
CC(C)c1noc(C2CCN(C(=O)CCc3c[nH]c4ccccc34)CC2)n1	?
Cc1cc2ccccc2c(=O)n1CC(=O)NCC(=O)NCC1COc2ccccc2O1 (centres undefined)	i
CN1CCN(CCCNC(=O)CSc2cc(=O)n(C)c3cc(Cl)ccc23)CC1	i
CCN(Cc1ccccc1)Cc1ccc(N(C)C)cc1	36%*
CN(Cc1ccccc1)S(=O)(=O)c1cc(Br)cc2c1N(C(=O)C1CC1)CC2	i
COc1ccc(OCCCC(=O)Nc2ccc(OC)c(OC)c2)cc1	?
COc1cc(/C(C#N)=C/c2ccccc2F)c([N+](=O)[O-])cc1OC	i
Cc1cc(C)c(NC(=O)C(CC(C)C)N2C(=O)c3ccccc3C2=O)c(C)c1 (centres undefined)	i
NC(=O)NCCN1CCCC(C(=O)c2ccc(Oc3ccccc3)cc2)C1 (centres undefined)	i
COc1ccccc1C(=O)Nc1ccccn1	i
COc1ccc(F)c(CN2CCCC3(CCN(c4nc(C)cc(C)n4)C3)C2=O)c1 (centres undefined)	?
CC[C@H]1CN(C(=O)Nc2cccc(C(F)(F)F)c2)CC[C@H]1CC(=O)N(C)CC#N	?
CC(C)(C)c1nnc([C@H]2CCN(C3CCOCC3)C2)o1	i
CC(=O)Nc1cccc(S(=O)(=O)N2CCC(CO)(CCc3ccccc3)CC2)c1	i
Cc1ncsc1CCCNS(=O)(=O)NCc1ccccc1	?
O=C(O)CCC(=O)N[C@H]1CO[C@H]2[C@@H]1OC[C@@H]2n1nnnc1Oc1ccc(-n2cncn2)cc1	?
Cc1ccc(C(C)C)c(OCC(=O)Nc2cccc(NC(=O)C(C)C)c2)c1	i
CC1=Nc2c([nH]c3ccccc23)-c2cc(C)ccc2N1	32%*
O=C1CC(c2ccccc2)CC2=C1C(c1ccc(F)c(Br)c1)Nc1ccccc1N2 (centres undefined)	i
COc1ccc(N2COc3ccc4c5c(c(=O)oc4c3C2)CCC5)cc1	?
O=C(Nc1ccccc1C(F)(F)F)c1ccc(Cl)c(Cl)c1	i
Cc1cc(S(=O)(=O)NC2CCCCC2)ccc1Cl	i
COc1cccc(NC(=O)c2ccc(Br)o2)c1	?

3 structures out of the list, sorted by formula weight, high to low:
SMILES	ST2 inh
Cc1cc(C)c(NC(=O)C(CC(C)C)N2C(=O)c3ccccc3C2=O)c(C)c1 (centres undefined)	i
Cc1cc(S(=O)(=O)NC2CCCCC2)ccc1Cl	i
CC1=Nc2c([nH]c3ccccc23)-c2cc(C)ccc2N1	32%*

Next part:
SMILES	ST2 inh
Cc1cc(C)c(NC(=O)c2ccc(Br)cc2)c(C)c1	i
O=C1C(c2cccc(Br)c2)N(Cc2ccccc2)C(=O)CN1C1CCCCC1 (centres undefined)	i
CCCCSc1nc2c(c(=O)n1-c1ccc(C)cc1)SCC2	?
OCCN1CCN(c2nc(NCc3ccco3)c3ccccc3n2)CC1	i
Clc1ccccc1OC1CCN(Cc2nc(-c3ccccc3)no2)CC1	i
O=C(NCCCN1CCCCC1)c1cc(=O)[nH]c2ccc(S(=O)(=O)N3CCCCC3)cc12	i
c1cncc(NCCNC2CSCCSC2)c1	?
CC1(CS(=O)CC2(C)CC2(Cl)Cl)CC1(Cl)Cl (centres undefined)	i
COC1CCN(c2ccc(-c3nc(CCCc4ccccc4)no3)cn2)CC1	i
O=C(CN1C(=O)CNC1=O)N1CCC2(CC1)C(=O)Nc1ccccc12	i

Assay outcomes from PubChem BioAssay.

Some of the compounds tested (hit frequency here may not be typical).
